Pf growth 48h = inhibits P. falciparum growth in the first generation, 48 h; P. falciparum luciferase growth in erythrocytes, 48 h; Potency, µM (top dose mostly 28.7 µM), without a hit: at the top dose activity change, negative = inhibition, most hits filed as inhibitors; hit rate 5.9% among 310,000; AID 504832; also: potency is read from the fitted curve at half-maximal effect; % is scaled to controls: 0 for no effect and ±100 for the full control effect
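Erythrocytes infected with P. falciparum carrying an integrated firefly luciferase reporter (2% hematocrit, 0.1% parasitemia final) were exposed to compounds in RPMI 1640 with 0.5% Albumax at 37 C, 5% CO2. Growth inhibition was scored as reduced luminescence.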
LmPK inhibitor = LmPK (Leishmania mexicana) enzyme inhibition. purified LmPK, Kinase-Glo ATP luminescence, 1 h. Potency, µM (series often up to 57.5 µM), for the others: top-dose activity change, negative = inhibition, most hits filed as inhibitors. hit rate 0.37% among 290,000. AID 1721; also: potency is read from the fitted curve at half-maximal effect; % is scaled to controls: 0 for no effect and ±100 for the full control effect
Target sequence (Q27686 whole entry, looked up): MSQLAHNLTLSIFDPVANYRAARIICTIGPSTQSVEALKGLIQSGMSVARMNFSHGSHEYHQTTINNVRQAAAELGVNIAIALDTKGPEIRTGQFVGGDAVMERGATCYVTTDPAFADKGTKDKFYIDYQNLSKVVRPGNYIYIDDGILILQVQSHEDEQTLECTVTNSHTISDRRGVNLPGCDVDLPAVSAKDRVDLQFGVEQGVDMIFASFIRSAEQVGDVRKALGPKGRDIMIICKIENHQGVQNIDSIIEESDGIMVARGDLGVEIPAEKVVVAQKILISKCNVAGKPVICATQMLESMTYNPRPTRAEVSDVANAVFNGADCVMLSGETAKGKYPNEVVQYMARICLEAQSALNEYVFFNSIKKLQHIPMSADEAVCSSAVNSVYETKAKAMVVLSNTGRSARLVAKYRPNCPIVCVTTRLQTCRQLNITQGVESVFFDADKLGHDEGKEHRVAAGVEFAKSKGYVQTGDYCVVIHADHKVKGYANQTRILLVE
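ATP generated from ADP (0.1 mM) and PEP (0.5 mM) by 0.1 nM LmPK over 1 h at room temperature (pH 7.2 imidazole buffer) was detected by coupled luciferase luminescence. Values were normalized to uninhibited and no-enzyme wells.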
Tb PYK inh = blocks Trypanosoma brucei pyruvate kinase | Q57TT1 | Potency, µM (doses to about 76.8 µM), inactives show at the highest dose activity, negative = inhibition, usual class: inhibitors | TbPYK enzyme, Kinase-Glo Plus ATP luminescence, 45 min | hit rate 0.12% among 410,000; also: potency is read from the fitted curve at half-maximal effect; % is scaled to controls: 0 for no effect and ±100 for the full control effect; nearly all actives have a fitted effect of over 50% in size
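Luminescent Kinase-Glo Plus end-point after 45 min room-temperature reaction of T. brucei pyruvate kinase started with 130 uM ADP (final). Buffer TEA 50 mM pH 7.2 with KCl, MgCl2, BSA, Tween-20; titration-based qHTS with fitted concentration-effect curves.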
CHX counter = counter-screen hit for Shiga toxin inhibitors, cycloheximide. cell reporter, cycloheximide protein synthesis inhibition counterscreen. max response, %. hit rate 12% among 300,000. AID 2314; in the data active = max response mostly above about 13%, no sharp cut-off; inactive = mostly below about 14%; also: read at 38.3 µM for the half of the compounds with a filed dose; 0% is about no effect
Pf growth 96h = inhibits malaria parasite growth, 96 h | P. falciparum luciferase reporter growth, 96 h | Potency, µM (doses to about 28.7 µM), without a hit: top-dose activity change, negative = inhibition, actives largely listed as inhibitors | hit rate 6.9% among 320,000 | AID 504834; also: potency is read from the fitted curve at half-maximal effect; % is scaled to controls: 0 for no effect and ±100 for the full control effect
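Delayed-death screen, second-generation endpoint: infected erythrocytes, 2% hematocrit, 0.05% parasitemia final; 96 hours at 37 C, 5% CO2; luciferase detection reagent; luminescence decrease equals reduced growth.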
Shiga toxin inh = blocks Shiga toxin action in Vero cells; AID 2315; inhibition, % at 38.7 µM; hit rate 9.2% among 290,000; Vero cells, Shiga toxin protein synthesis inhibition reporter; in the data active = inhibition mostly above about 28%, no sharp cut-off; inactive = mostly below about 43%; also: 0% is about no effect
HCV inh = inhibitors of hepatitis C virus infection. Huh7.5.1 HCVcc-Cre infection, luciferase reporter, 44 h. Potency, µM (top dose mostly 41.8 µM), for the others: at the top dose activity change, negative = inhibition, most hits filed as inhibitors. hit rate 3.4% among 340,000; also: potency is read from the fitted curve at half-maximal effect; % is scaled to controls: 0 for no effect and ±100 for the full control effect
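After 44 h co-culture of compound, cells and HCVcc-Cre (~0.5 moi), substrate is added for 15 min at room temperature and luciferase measured over 15 sec. Cells were seeded at 1,000/well and pre-cultured 4 h.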
An asterisk follows results filed as active; i = inactive; ? = inconclusive; / = no result given; & = joins results of further samples; [ ] = dose if it differs, or a comment. Unless noted, calls follow the shape of the dose curve; as a rule, active = well fitted curve in the direction sought with a large enough effect; inconclusive = small, poorly fitted or top-dose-only effect, or another doubt; inactive = no such curve, though single readings can be large; an effect the other way counts as inactive or inconclusive.

The line under a structure holds: Pf growth 48h	LmPK inhibitor	Tb PYK inh	CHX counter	Pf growth 96h	Shiga toxin inh	HCV inh
- O=C(CNC(=O)c1ccco1)OC(C(=O)c1ccccc1)c1ccccc1 (stereo unspecified)
  4%	0%	5%	-4	5%	2	3%
- CC(c1ccccc1)n1c(N2CCNCC2)nc2c1c(=O)[nH]c(=O)n2C (stereo unspecified)
  8.3µM*	5%	-2%	-1	12%	15	4%
- COc1cc(C(=O)OCC(C)=O)c([N+](=O)[O-])cc1OC
  6%	-2%	-2%	5	5%	-8	5%
- COc1ccc(-c2cc(=Nc3ccc(C)cc3)c3ccccc3o2)cc1
  ?	3%	1%	1	6.6µM*	4	?
- Nc1c(C(=O)N/N=C/c2cccnc2)cnn1-c1ccccc1
  112%[activator]	-3%	-2%	47*	120%[activator]	51*	-17%
- Cc1ccc(S(=O)(=O)N(NC2=NS(=O)(=O)c3ccccc32)C(=O)c2ccccc2)cc1
  2%	1%	-6%	-4	0%	-6	35%[activator]
- O=S1(=O)N=C(N2CCc3ccccc3C2)c2ccccc21
  -10%	1%	7%	5	?	13	-5%
- Cc1ccc(-n2nc3c(N4CCC(C(=O)N5CCN(C)CC5)CC4)nnc(C)c3c2C)cc1
  ?	8%	0%	-9	?	-10	4.5µM*
- COc1ccc(C(CC(=O)N2CCCC2)c2ccc(F)cc2)cc1 (stereo unspecified)
  -6%	2%	3%	4	-12%	-7	25%
- COc1ccc(NC(=O)COC(C)=O)cc1Cl
  6%	-3%	-3%	-4	7%	-5	14%
- Cc1cccc(N2CCN(C(=O)c3ccc(NC4=NC5CS(=O)(=O)CC5S4)cc3)CC2C)c1 (stereo unspecified)
  ?	15%	-3%	-2	53%[activator]	-4	-10%
- CCOc1cc(C(=O)OCc2ccc([N+](=O)[O-])cc2)ccc1OCC(=O)N1CCOCC1
  -29%	/	5%	/	-11%	/	-25%
- COc1ccc(CNC(=S)NCc2ccc(Cl)cc2)cc1OC
  -20%	1%	-4%	2	22%	-9	?
- Cc1ccc(C(=O)/C=C/c2ccc(F)cc2)o1
  8%	-9%	-10%	60*	?	76*	-11%
- CCOc1ccccc1N1C(=O)CN(Cc2ccc(OC)c(OC)c2)C1=S
  1%[0.00184 µM]	3%	-4%	2	-28%	1	13µM*
- CC(=O)Nc1ccc(S(=O)(=O)N(C)c2nc3ccccc3nc2Cl)cc1
  -27%	0%	2%	18	-3%	21	?
- CCc1ccc(Nc2cc(C)nc3nc(C)nn23)cc1
  1.3µM*	-6%	-2%	-2	-10%	-3	1%[8.37 µM]
- COc1cc(C2NC(=S)NC(O)(C(F)(F)F)C2C(=O)c2cccs2)cc(OC)c1O (stereo unspecified)
  58%[activator]	-6%	?	40*	48%[activator]	11*	5%
- O=C(Oc1cccc(N2C(=O)CCC2=O)c1)C1CC(=O)N(c2ccc(Br)cc2)C1 (stereo unspecified)
  13%	-1%	-7%	-1	44%[activator]	-54	-3%
- CCOC(=O)C1=C(C)C(c2ccccc2O)NC(=O)N1 (stereo unspecified)
  -25%	1%	5%	-3	/	21	11%
- COc1ccc(N(CC(=O)NCC(C)C)S(=O)(=O)c2ccccc2)cc1
  -28%	-2%	-8%	-2	26%	-27	-6%
- O=C(CSc1ccc(F)cc1)Nc1ccccc1Br
  ?	6%	-6%	33*	7%	66	-28%
- O=C(CN1CCN(C(=O)c2ccco2)CC1)Nc1ccccc1
  9%	-1%	-9%	-8	30%	-1	-18%
- COc1cccc(NC(=O)C2CC(=O)N=C(N)S2)c1 (stereo unspecified)
  7%	-2%	4%	-1	?	7	1%
- COc1ccc(N2CC(C(=O)N3CCC(c4nc5ccccc5[nH]4)CC3)CC2=O)cc1 (stereo unspecified)
  ?	/	-14%	/	?	/	-5%
- CC(=O)N1CC(C)Oc2ccc(S(=O)(=O)NC(CC(=O)O)c3ccccc3C)cc21 (stereo unspecified)
  19%	2%	3%	4	144%[activator]	-9	27%
- CCC(CC)N1CCN(C(=O)c2cc(OC)c(OC)c(OC)c2)CC1
  -1%	1%	21%	1	?	-8	18%
- O=C(CCS(=O)(=O)Cc1ccccc1)NCc1ccco1
  10%	-2%	-4%	-2	/	12	4%
- C=CCOC(=O)C1=C(C)NC(SCC(=O)NC(=O)OCC)=C(C#N)C1c1cccnc1 (stereo unspecified)
  10µM*	6%	-16%&-13%	-1	4%	-7	24%&22%
- Cc1ccc(-n2cc(CNCCN3CCOC3=O)c(-c3cccc(C)c3)n2)cc1
  42%[activator]	0%	10%	16*	-30%	54*	-6%
- O=C(CSc1nc(C2CC2)nc2ccccc12)N1CCCCC1
  ?	-1%	3%	-5	-11%	-5	-21%
- CCCCCCCCC(=O)NCCOc1ccc(OC)cc1
  ?	1%	-2%	-4	?	-8	3%
- Cc1ccccc1C1CCCN(Cc2nc(C3CC3)no2)C1 (stereo unspecified)
  -19%	3%	-1%	-3	/	-6	13%
- NC(=O)COC(=O)CSc1ccc2ccccc2c1
  7%	-6%	6%	-2	3%	19	3%
- O=C(CCl)Oc1ccc2occ(C(=O)c3cccs3)c2c1
  /	-16%	4%	39*	121%[activator]	50	-19%
- CSc1nnc2ccc(-c3ccc(C)cc3)nn12
  31%[activator]	1%	5%	9	16%	6	?
- CCC(=O)c1ccc(OCC(O)CN2CCCCC2)cc1 (stereo unspecified)
  -13%	4%	2%	-2	-8%	7	-8%
- O=C(Cc1ccc(F)cc1)NCCS(=O)(=O)N1CCN(c2cccc(Cl)c2)CC1
  6%	/	-15%	/	-19%	/	-17%
- CCn1c(COc2ccccc2OC)nnc1SCC(=O)NC1CCCC1
  -1%	-1%	-16%	-6	-10%	-7	14%
- CCOc1cc(CNCc2ccccn2)ccc1OCC(=O)NC1CCCCC1
  /	-4%	-2%	5	?	26	?
- CN(CCCNC(=O)CSc1cc(=O)n(C)c2cc(Cl)ccc12)Cc1ccccc1
  -6%	2%	-5%	8	21%	-8	?
- CCN(CCO)Cc1cc(=O)oc2cc3c(cc12)CCC3
  86%[activator]	3%	-2%	-4	221%[activator]	-16	13%
- O=C(CSc1cccc[n+]1[O-])NC1CCCCCCC1
  -6%	-10%	-1%	2	14%	1	13%
- Cc1cc(C(=O)COC(=O)c2n[nH]c3ccccc23)c(C)n1C
  108%[activator]	?	-3%	47*	-27%	62*	-8%
- CCN(Cc1nc2ccccc2c(=O)[nH]1)C(=O)c1cccc(NC(=O)c2cccs2)c1
  ?	/	4%	/	?	/	?
- Cc1ccc(CS(=O)(=O)Cc2ccc(C(=O)NCc3ccco3)o2)cc1
  -9%	-9%	2%	2	-5%	-23	14%
- CS(=O)(=O)c1sc(C(=O)NC(=S)Nc2ccc(OC(F)(F)F)cc2)c2c1C=CCC2
  2.6µM*	2%	4%	1	-14%	-3	-17%
- COc1cccc(-c2nnc(SCC(=O)N(C(C)C)C(C)C)o2)c1
  -30%	4%	1%	20	-27%	56*	-25%
- O=C(CSc1ncn[nH]1)NCc1ccc2c(c1)OCO2
  -10%	-4%	1%	1	2%	18	-8%
- CCc1nn(C(C)C(=O)N2CCN(c3ccccc3)CC2)c(=O)c2cc3occc3n12 (stereo unspecified)
  0%	-1%	-3%&12%	-1	?	-2	-21%
- Cc1ccc(S(=O)(=O)NC2=NCN(C)CN2)cc1[N+](=O)[O-]
  -2%	-8%	1%	-1	-24%	-20	3%
- CCn1nnc2sc3c(c2c1=O)CCC(C)C3 (stereo unspecified)
  52%[activator]	3%	0%	38*	0%	25	-6%
- CCOC(=O)N/N=C/c1ccc(OCCSc2ccc(Cl)cc2)c(OCC)c1
  1.9µM*	-1%	-5%	1	3.3µM*	1	?
- Cc1ccc(NC(=S)N2CCCC2)cc1Cl
  1%	7%	-5%	16	14%	18	9%
- O=C(NCC(O)CO)c1ccc2[nH]c3ccccc3c2c1 (stereo unspecified)
  -12%	4%	-3%	-3	69%[activator]	9	-6%
- COC(=O)c1cc(NC(=O)CC2SCCNC2=O)cc(C(=O)OC)c1 (stereo unspecified)
  -3%	-1%	-5%	-2	/	-6	1%
- N#Cc1cnn2ccc(-c3cc(N4CCOCC4)ccc3[N+](=O)[O-])nc12
  41%[activator]	1%	2%	-1	64%[activator]	-4	-26%
- COc1cccc(NC(=O)C2C3CC4OC(=O)C2C4C3)c1 (stereo unspecified)
  -3%	7%	0%	-3	20%	-8	2%
- Cc1ccc2nc(-c3ccc(NC(=O)COC(=O)c4ccc(Br)o4)cc3)sc2c1
  284%[activator]	2%	-6%	27*	i	81*	14%&5%
- O=C(O[C@@H](C(=O)O)[C@@H](OC(=O)c1ccccc1)C(=O)O)c1ccccc1
  43%[activator]	/	3%	/	38%[activator]	/	11%
- CN(C)S(=O)(=O)c1ccc(Cl)c(C(=O)Nc2cccc3ncccc23)c1
  -20%	4%	2%	-3	-14%	-5	-11%

Part of the list above, set out differently:
| canonical_smiles | Pf growth 48h | LmPK inhibitor | Tb PYK inh | CHX counter | Pf growth 96h | Shiga toxin inh | HCV inh |
| --- | --- | --- | --- | --- | --- | --- | --- |
| O=C(CSc1ncn[nH]1)NCc1ccc2c(c1)OCO2 | -10% | -4% | 1% | 1 | 2% | 18 | -8% |
| CCc1nn(C(C)C(=O)N2CCN(c3ccccc3)CC2)c(=O)c2cc3occc3n12 (stereo unspecified) | 0% | -1% | -3%&12% | -1 | ? | -2 | -21% |
| Cc1ccc(S(=O)(=O)NC2=NCN(C)CN2)cc1[N+](=O)[O-] | -2% | -8% | 1% | -1 | -24% | -20 | 3% |
| CCn1nnc2sc3c(c2c1=O)CCC(C)C3 (stereo unspecified) | 52%[activator] | 3% | 0% | 38* | 0% | 25 | -6% |
| CCOC(=O)N/N=C/c1ccc(OCCSc2ccc(Cl)cc2)c(OCC)c1 | 1.9µM* | -1% | -5% | 1 | 3.3µM* | 1 | ? |
| Cc1ccc(NC(=S)N2CCCC2)cc1Cl | 1% | 7% | -5% | 16 | 14% | 18 | 9% |
| O=C(NCC(O)CO)c1ccc2[nH]c3ccccc3c2c1 (stereo unspecified) | -12% | 4% | -3% | -3 | 69%[activator] | 9 | -6% |
| COC(=O)c1cc(NC(=O)CC2SCCNC2=O)cc(C(=O)OC)c1 (stereo unspecified) | -3% | -1% | -5% | -2 | / | -6 | 1% |
| N#Cc1cnn2ccc(-c3cc(N4CCOCC4)ccc3[N+](=O)[O-])nc12 | 41%[activator] | 1% | 2% | -1 | 64%[activator] | -4 | -26% |
| COc1cccc(NC(=O)C2C3CC4OC(=O)C2C4C3)c1 (stereo unspecified) | -3% | 7% | 0% | -3 | 20% | -8 | 2% |

From PubChem BioAssay
